Wnt act: activators of Wnt/beta-catenin signaling; AID 743398; Wnt/beta-catenin reporter cell assay, activator, plate reader; 1.2% of 300,000 active; activation, % at 9.35 µM; in the data active = activation above about 30%, passing the limit was not always enough; inconclusive = no clear call, values can overlap the other calls;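 also: 0% = neutral control wells and 100% = positive control wells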
CDK5 p35 inh: CDK5/p35 (human) kinase inhibition. Q00535+Q15078. Recombinant CDK5/p35, ADP-Glo luminescence, 60 min. inhibition, % at 10 µM. 0.01% of 330,000 active. AID 488839;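 active = highest replicate inhibition of at least 50% and at least 75% of replicates reaching 50%; inconclusive = only one of the two criteria met; inactive = both criteria failed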;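 also: plate controls were DMSO neutral control for no effect and GW8510 at 10 µM for full effect; many of its hits are not listed in these tables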
Target sequence (Q00535 whole entry, looked up): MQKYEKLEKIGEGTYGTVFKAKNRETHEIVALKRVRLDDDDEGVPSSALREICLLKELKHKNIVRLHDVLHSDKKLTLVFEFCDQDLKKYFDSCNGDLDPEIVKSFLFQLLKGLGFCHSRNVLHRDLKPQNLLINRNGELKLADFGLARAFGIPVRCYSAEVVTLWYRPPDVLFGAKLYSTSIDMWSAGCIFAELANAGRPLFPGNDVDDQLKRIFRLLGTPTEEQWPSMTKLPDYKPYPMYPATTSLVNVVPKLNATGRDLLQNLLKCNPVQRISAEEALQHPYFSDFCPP
Target sequence (Q15078 whole entry, looked up): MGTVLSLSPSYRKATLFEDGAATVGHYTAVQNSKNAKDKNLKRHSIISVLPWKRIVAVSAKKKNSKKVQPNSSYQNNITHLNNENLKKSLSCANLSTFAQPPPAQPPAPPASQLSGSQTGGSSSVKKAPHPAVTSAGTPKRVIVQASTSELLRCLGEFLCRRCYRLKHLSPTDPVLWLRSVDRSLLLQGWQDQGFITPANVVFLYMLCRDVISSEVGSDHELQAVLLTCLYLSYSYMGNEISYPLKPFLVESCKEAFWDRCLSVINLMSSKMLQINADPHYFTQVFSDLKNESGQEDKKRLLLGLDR
CAL PDZ FP-1: blocks peptide binding to the human CAL PDZ domain; AID 602252; Q9HD26; inhibition, % at 24.9 µM; purified CAL PDZ, TMR-peptide fluorescence polarization, 1 h; 0.92% of 300,000 active;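 active = mean inhibition of at least 30% with at least half of replicates also reaching 30%; inconclusive = no clear call, values can overlap the other calls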;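 also: 0% = DMSO neutral control and 100% = excess unlabeled competitor peptide PRC23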
Rtt109 Vps75: blocks Candida albicans Rtt109/Vps75 acetyltransferase activity. 0.16% of 330,000 active. Q5AAJ8. AID 540336. purified Rtt109/Vps75, ThioGlo CoA-SH fluorescence, 4 h. inhibition, % at 34.9 µM;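 active = inhibition of at least 50% in every replicate; inconclusive = best replicate reaches 50% inhibition but some replicates fall short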
MITF TRPM1 HTS: increases MITF-driven TRPM1 promoter luciferase signal; 0.75% of 300,000 active; SK-MEL-5 TRPM1-promoter luciferase, 24 h; % of positive control, neutral wells = 0; AID 588334; activation, % at 12.5 µM;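 active = mean activation of at least 80% with every replicate also reaching 80%; inconclusive = mean reaches 80% but some replicate falls short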;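 also: 0% = neutral control wells and 100% = parthenolide positive control wells; values of inactives mirror those of a sister screen read the other way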
Tat export inh: inhibitors of E. coli Tat protein transport; inhibition, % at 10 µM; E. coli MC4100 TorA-mCherry Tat export, fluorescence; 0.036% of 340,000 active;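 active = mean replicate inhibition at least 50% and at least half of replicates individually reaching 50%; inconclusive = only one of the two criteria met; inactive = neither criterion met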;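 also: exported cargo escapes ClpAP degradation while cytoplasmic cargo is degraded and loses fluorescence; 0% = median of neutral control wells and 100% = median of NaSCN control wells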
CAL PDZ FP-2: inhibitors of human CAL PDZ peptide binding; Q9HD26; purified CAL PDZ, TMR-peptide fluorescence polarization, 1 h; inhibition, % at 20 µM; 0.02% of 330,000 active; AID 504414;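 active = highest replicate inhibition of at least 40%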;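 also: plate controls were DMSO neutral control wells for no effect and unlabeled competitor peptide control wells for full effect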
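material = purified tagged CAL PDZ domain construct (CerCALP) | buffer or medium = sodium phosphate/NaCl buffer pH 7.4 with TCEP, IgG, Thesit | reagent = TMR-labelled reporter peptide T*-PRC34 bound in PDZ groove | incubation = 1 h room-temperature incubation prior to read | measured by = fluorescence polarization (mP) | evaluation = percent inhibition from loss of millipolarization | control set = unlabelled peptide and DMSO controls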
RTF Ca sens act: increases calcium sensitivity of human cardiac regulated thin filaments; activation, % at 7.2 µM; IANBD-labeled TnC RTF fluorescence at EC20 calcium; 0% EC20 calcium, 100% full calcium; P19429+P45379; 0.24% of 340,000 active;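 active = activation above the mean over all tested compounds plus 3 SD, cut at about 30% in these data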;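 also: rise in fluorescence read as greater calcium sensitivity of cardiac thin filaments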
V-ATPase pH: alters yeast V-ATPase proton transport; S. cerevisiae, pHLuorin cytosolic pH fluorescence; response, % at 10 µM; 0.37% of 350,000 active; AID 504577; in the data active = response mostly above about 7.3%, no sharp cut-off; inactive = mostly below about 5.4%; also: actives read high; inactives centre near 0; some compounds called inactive have numbers as strong as hits
dFosB act: enhances mouse delta FosB homodimer DNA binding. purified delta FosB, TAMRA-CDK5 oligo fluorescence polarization; percent of positive-control signal above neutral wells. activation, % at 25 µM. 0.99% of 340,000 active;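 active = mean activation above about 17%, with every replicate also reaching it, limit read from the data, passing the limit was not always enough; inconclusive = only one of the two conditions met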;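 also: fluorescence polarization rise as delta FosB binds a TAMRA Cdk5 AP-1 oligo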
Target sequence (P13346 whole entry, looked up): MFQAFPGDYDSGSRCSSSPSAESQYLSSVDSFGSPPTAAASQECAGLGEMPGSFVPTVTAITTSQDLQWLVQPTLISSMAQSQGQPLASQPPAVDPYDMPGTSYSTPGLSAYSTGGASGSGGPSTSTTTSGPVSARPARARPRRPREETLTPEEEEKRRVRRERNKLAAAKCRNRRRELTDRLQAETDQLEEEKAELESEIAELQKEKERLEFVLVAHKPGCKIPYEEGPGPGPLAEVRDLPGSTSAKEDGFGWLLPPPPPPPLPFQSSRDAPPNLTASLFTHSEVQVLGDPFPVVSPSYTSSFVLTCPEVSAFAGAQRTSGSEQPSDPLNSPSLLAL
The depositor's hits bear a star; u = inconclusive; x = no result given.

Sequence of screens: Tat export inh, CAL PDZ FP-1, CDK5 p35 inh, CAL PDZ FP-2, dFosB act, Wnt act, MITF TRPM1 HTS, V-ATPase pH, RTF Ca sens act, Rtt109 Vps75
1. O=C(NCc1cccnc1)/C(=C\c1ccc(-c2ccc(Br)cc2)o1)S(=O)(=O)c1ccccc1
    2, -3, 0.6, -2.8, -1, -12, -100, 0, 15, 4
2. CC(=O)N1CCN(c2ccccc2NC(=O)COc2cc(C)cc(C)c2)CC1
    1, -8, -0.9, -3.5, -14, -3, 13, 1, -4, -10
3. COc1ccc(NC(=O)c2ccc3nc[nH]c3c2)c(OC)c1
    4, -5, -0.6, -2.3, 5, 4, 10, -1, 0, -2
4. O=C(CCN1C(=O)COc2ccccc21)NCc1cccs1
    2, 11, 0.9, -0.8, 5, x, 1, 0, 1, -7
5. O=C(NC12CC3CC(CC(C3)C1)C2)c1cc(F)c(F)c(F)c1F
    -5, 3, -0.5, -1.2, -7, -3, -2, -5, -27, -10
6. O=C(c1ccc(Cl)cc1Cl)N1CCC(c2nc3c(nnn3Cc3ccco3)c(=O)[nH]2)CC1
    4, -2, 0.3, -3.5, -10, x, 10, -1, 4, 22
7. Cc1ccc([N+](=O)[O-])cc1NC(=O)CCc1ccccc1
    2, -2, 0.0, -0.3, 9, 0, -11, 3, 2, 4
8. O=C(Nc1cccnc1)c1coc(=O)c2ccccc12
    -14, -5, 0.2, -2.4, 3, x, 3, -1, 1, -16
9. C[C@H](O)[C@@H]1C(=O)N2CCc3ccc(-c4cccc(F)c4)cc3[C@@H]2C[C@@H]1N(C)C(=O)C(C)(C)C
    1, 1, 1.1, -2.0, -17, -3, 1, -1, -5, -5
10. CCCN(c1ccc(OCC)cc1)S(=O)(=O)c1ccc2c(c1)NC(=O)CO2
    -7, -5, -3.1, -3.8, -12, 0, -2, -2, 0, -2
11. Cc1nnc(SCC(=O)NC2CCCCC2)n(N)c1=O
    -5, x, 1.1, -0.2, -3, -2, -1, -1, -1, 0
12. O=C(CSc1nc2[nH]ncc2c(=O)n1-c1ccccc1Cl)N1CCCC1
    2, -2, 0.8, -2.6, -9, 1, -4, 4, 6, -10
13. Cc1nn(C)c(C(=O)Sc2cccc(Cl)c2)c1[N+](=O)[O-]
    -5, 95*, 2.4, -1.2, -2, 6, -45, -2, 6, 1
14. COc1ccccc1NS(=O)(=O)c1cccc(C(=O)N/N=C/c2ccc([N+](=O)[O-])o2)c1
    17, 3, -1.3, -2.7, -3, 0, -86, -2, -9, 6
15. Cc1ccc(NC(=O)CCNC(=O)c2ccccc2Cl)cc1S(=O)(=O)N(C)C
    5, -1, 0.9, -3.2, -11, x, -4, 2, 7, -2
16. Cc1nc2cc(-c3ccccc3)nn2c(C)c1CCC(=O)NCc1ccco1
    -5, 3, -1.1, -0.4, -10, 0, -31, 0, 1, -8
17. COc1ccccc1N(CC(=O)N1CCCCCC1)S(=O)(=O)c1ccc(C)cc1
    -1, 0, -0.9, -3.2, -10, -1, 3, 2, -2, 2
18. COc1ccc(-c2onc(C)c2-c2ccccc2)c(O)c1
    1, 12, 0.6, -0.7, -5, -1, -10, 2, -11, -4
19. CCn1c2ccccc2c2cc(/C=N/NC(=O)c3cc(O)cc(O)c3)ccc21
    8, -4, -0.7, -2.3, 3, -13, -3, -1, -6, 7
20. Cc1cc(C)c(C#N)c(Nc2cccc(Br)c2)n1
    9, -3, -1.4, -0.8, -4, -1, x, 3, 10, -2
21. CS(=O)(=O)N(Cc1ccc(F)cc1)Cc1nc2ccccc2c(=O)[nH]1
    -5, -8, 1.0, -1.1, -4, x, 5, 6, -2, -6
22. COc1cc2cc(CCOC(=O)c3ccc(C(F)(F)F)cc3)oc(=O)c2cc1OC
    -3, 6, -0.3, -0.2, -5, -5, 4, -2, -4, -8
23. O=C(CCC(=O)N(CC(=O)NC1CCCC1)Cc1ccc(F)cc1)Nc1nccs1
    -14, -4, -0.8, -1.8, -5, -2, -1, 4, -7, 10
24. Cc1ccc(SCC2CNc3nc4ccccc4c(=O)n32)c(C)c1 (stereo unspecified)
    -2, x, -2.0, -0.5, 0, -1, 27, 1, -1, -6
25. CN(C(=O)COC(=O)c1ccc2ccccc2n1)c1ccccc1
    -4, -2, -2.1, 0.3, -2, -2, 4, 1, 3, 1
26. Fc1ccc(C(c2nnnn2CCc2ccccc2)N2CCCc3ccccc32)cc1 (stereo unspecified)
    7, 2, 1.0, -1.9, -10, 10, -10, -1, -8, -1
27. Cc1cc(NC(=O)C(C)SCC(=O)OC(C)C(=O)Nc2cccc(C#N)c2)no1 (stereo unspecified)
    -12, -4, -1.4, -0.7, -6, 1, 0, 0, 0, 0
28. COc1ccc(C(=O)NC(=S)Nc2ccccc2F)cc1
    -3, -1, -2.6, -0.3, 0, 34*, 45, -2, 4, 0
29. Cc1ccccc1S(=O)Cc1ccc(C(=O)NCCN2CCOCC2)o1 (stereo unspecified)
    -1, x, 0.8, 0.6, -1, -1, 7, 1, 2, -24
30. COC(=O)c1ccc(COc2ccc(C(=O)c3ccccc3)cc2)o1
    4, 0, 0.5, -1.2, -6, 1, -2, -2, 0, 0
31. CCC(=O)N1CCN(c2ccc(Cl)cc2NC(=O)c2cccc([N+](=O)[O-])c2)CC1
    3, -4, 0.3, -0.5, -14, -3, -20, 4, -4, 1
32. CCOc1ccc(C(=O)c2cc([N+](=O)[O-])ccc2Cl)cc1
    -2, 4, -1.7, 1.8, 0, x, 7, -1, -6, -5
33. CCN(CC)C(=O)c1ccc(NS(=O)(=O)c2ccc(/C=C/C(=O)O)cc2)cc1
    -12, 0, 1.6, -0.8, -3, 0, -8, 6, 1, 28
34. CC(C)(C)c1ccc(OCCNC(=O)c2ncn[nH]2)cc1
    2, 3, -0.5, -2.3, -3, 7, 5, 0, -5, 11
35. O=C(Nc1ccc(Cl)cn1)c1cccc(S(=O)(=O)N2CCOCC2)c1
    1, -2, 2.0, -1.4, -7, -2, -20, 0, 2, 2
36. Cn1c(C(=O)c2ccccc2)nc2ccccc21
    5, -1, -2.4, 1.2, -8, 7, 30, 3, 3, 4
37. CCOC(=O)C1=C(N)N(c2ccccc2)C2=C(C(=O)CCC2)C1c1cccnc1 (stereo unspecified)
    6, -1, 0.2, -2.8, -3, x, -5, -3, -4, -7
38. O=C(CCNC(=O)c1ccccc1Cl)Nc1nc(-c2ccc(F)cc2)cs1
    -4, -2, -1.4, -0.6, -3, -2, -4, -5, -3, 1
39. COc1ccc(/C=N/N=C(\N)c2nonc2N)cc1OC
    -5, x, -2.6, -0.4, 4, 9, 73, 0, 7, -16
40. CCOc1cc(/C=N/N2CCOCC2)ccc1OCc1ccc(C(=O)OC)o1
    12, x, 2.3, 1.3, -10, 0, 2, 1, -2, 7
41. O=C(NCCN1CCOCC1)c1cc(-c2cccs2)nc2ccccc12
    4, -3, 0.2, -2.2, -12, -1, -13, 2, 1, -16
42. CC(C)(C)N(Cc1nc(-c2ccccc2)no1)C(=O)c1ccc2c(c1)OCO2
    10, 65*, 0.0, -1.3, -9, 0, 2, -2, 1, -2
43. O=C(NNS(=O)(=O)c1ccc(Br)cc1)c1sccc1-n1cccc1
    8, -3, 3.6, 0.1, -3, -8, -7, -1, -3, 1
44. N#Cc1ccccc1CSc1nc(N2CCCCC2)nc(N2CCCCC2)n1
    9, x, 1.1, 0.3, -10, -1, x, 0, -1, 2
45. Cc1ccc(OCC(=O)N2CCCCCCC2)cc1C
    -12, -3, -1.3, -2.5, -4, 7, 12, 2, -8, 1
46. COc1cc(C(C)=O)ccc1OC(=O)C(C)N1C(=O)c2ccccc2C1=O (stereo unspecified)
    5, -5, -0.3, -2.2, -7, x, -4, 1, 6, x
47. CCC(=O)N(CCc1ccccc1)Cc1cc2cc3c(cc2[nH]c1=O)OCO3
    -5, 0, 0.0, -0.9, 12, x, -13, 0, -5, -1
48. CCc1cccc(NC(=O)c2cc(S(=O)(=O)N(C)C)ccc2N2CCCC2)c1
    9, 3, -1.0, 0.2, -10, -3, -13, -3, 2, 14
49. COc1cc(/C=N/NC(=O)c2ccc3c(c2)OCCO3)cc(Cl)c1O
    -7, -3, 2.1, -2.5, 5, 3, 11, -2, 2, u
50. COc1ccc(C2=NOC(C(=O)Nc3ccc4c(c3)OCO4)C2)cc1OC (stereo unspecified)
    -1, -1, 0.0, -1.5, -6, -1, -5, -1, 0, -10
51. CCOC(=O)C1=NNC(C(=O)c2ccc(OC)cc2)C1c1ccccc1 (stereo unspecified)
    -3, 3, 0.2, -1.0, -8, -4, 1, -1, -3, -4
52. COc1cc(NC(=O)Nc2cccc([N+](=O)[O-])c2)cc(OC)c1
    6, -4, 0.6, -0.6, -8, -2, 3, -3, 1, 7
53. COc1ccc(-c2nnc(SC(C)C(=O)Nc3c(C)n(C)n(-c4ccccc4)c3=O)o2)cc1 (stereo unspecified)
    0, 2, -0.5, -0.7, -2, x, -5, -2, -11, 7
54. Cn1cc(CN2CCN(CCc3ccccc3)C(CCO)C2)cn1 (stereo unspecified)
    1, 4, -0.9, -0.4, -2, -6, -11, -2, -7, 3
55. COc1ccc(NC(=O)CN(c2ccc([N+](=O)[O-])cc2)S(=O)(=O)c2ccccc2)c(OC)c1
    11, -4, 2.3, 0.5, 4, 0, 5, -1, 1, 4
56. Cc1ccc(CSc2nnc(-c3ccco3)o2)cc1
    6, -2, -1.1, -1.6, -10, x, 79, -1, -2, -4
